Bioassay records from PubChem BioAssay.
RXFP1 antagonist: blocks the human relaxin receptor RXFP1 | AID 1259400 | activity change, negative = inhibition, % at 57.5 µM | HEK293-RXFP1, relaxin-stimulated cAMP HTRF, 30 min; hits give low values | actives 0.59% (n = 350,000);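 active means activity change of -60% or lower, but not beyond a set lower limit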; further: on the % scale 0 is the no-effect control and ±100 the full control effect
D1 antagonist: blocks dopamine activation of the human D1 receptor. HEK293 TREx D1 cells, calcium flux, dopamine EC80; hits give low values. actives 3.2% (n = 360,000). P21728. AID 504652. activity change, negative = inhibition, % at 10 µM; in the data active means activity change below about -30%; further: on the % scale 0 is the no-effect control and ±100 the full control effect
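Inducible Hek293 Trex D1 cells (tetracycline, overnight, 30 C). Calcium dye 30–90 min RT. Antagonist mode: EC80 dopamine added after 180 s compound read.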
TRHR agonist: activates the human TRH receptor | TRHR cells, calcium flux fluo-8, FDSS agonist mode | AID 493084 | actives 0.18% (n = 360,000) | P34981 | activation, % at 2 µM; further: 0% is about no effect
Target sequence (P34981 whole entry, looked up): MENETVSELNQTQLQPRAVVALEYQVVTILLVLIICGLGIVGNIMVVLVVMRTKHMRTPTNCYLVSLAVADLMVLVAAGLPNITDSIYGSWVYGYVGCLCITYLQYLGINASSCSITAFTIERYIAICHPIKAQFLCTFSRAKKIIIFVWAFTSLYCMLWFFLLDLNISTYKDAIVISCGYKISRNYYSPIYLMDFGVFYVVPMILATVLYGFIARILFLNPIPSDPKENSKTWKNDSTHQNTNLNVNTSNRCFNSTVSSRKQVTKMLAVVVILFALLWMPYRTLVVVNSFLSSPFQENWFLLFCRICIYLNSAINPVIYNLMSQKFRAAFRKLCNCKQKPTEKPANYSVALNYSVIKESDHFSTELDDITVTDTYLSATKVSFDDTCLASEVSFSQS
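TRHR-expressing cells loaded with fluo-8 calcium dye; 23 nL library compound pin-transferred, kinetic FDSS fluorescence (Ex 480/Em 530) recorded about 180 s for agonist-induced calcium release, before a 10 nM TRH EC20 addition for potentiator mode.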
TRHR enhancer: allosterically enhances the human TRH receptor; P34981; enhancement, % at 2 µM; actives 0.66% (n = 360,000); TRHR cells, fluo-8 calcium fluorescence, EC20 TRH enhancement; in the data active means enhancement above about 30%; further: 0% is about no effect
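Enhancer read-out: after compound pinning and an initial kinetic agonist-mode read, an EC20 of TRH (10 nM final) was injected and fluo-8 calcium signal (Ex 480/Em 530) followed at 1 s/cycle for 100 cycles in TRHR-expressing cells.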
D2 potentiator: positively modulates the human D2 dopamine receptor allosterically; HEK293 T-REx D2, calcium flux, EC20 dopamine potentiation; potentiation, % at 10 µM; actives 0.34% (n = 340,000);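 active means potentiation over 3 SD above the plate norm, cut at about 30% in these data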; further: 0% is about no effect
Target sequence (P14416 whole entry, looked up): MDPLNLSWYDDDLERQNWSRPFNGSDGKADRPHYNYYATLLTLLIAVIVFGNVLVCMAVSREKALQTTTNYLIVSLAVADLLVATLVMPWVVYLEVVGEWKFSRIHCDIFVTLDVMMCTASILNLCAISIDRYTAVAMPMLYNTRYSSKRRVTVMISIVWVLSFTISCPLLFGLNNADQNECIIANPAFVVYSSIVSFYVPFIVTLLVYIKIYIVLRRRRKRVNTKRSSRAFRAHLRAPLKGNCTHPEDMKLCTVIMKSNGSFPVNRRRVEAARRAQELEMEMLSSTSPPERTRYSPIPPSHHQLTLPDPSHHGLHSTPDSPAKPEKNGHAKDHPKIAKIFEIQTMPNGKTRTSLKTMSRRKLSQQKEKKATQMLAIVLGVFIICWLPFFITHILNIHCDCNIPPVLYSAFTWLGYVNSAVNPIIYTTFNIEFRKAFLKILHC
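Cells plated with tetracycline inducer and held overnight at 30 C; calcium dye loaded 30–90 min at room temperature; baseline taken, compound added and read 180 s; EC20 dopamine then added and read 180 s.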
D1 ag: agonists of human D1 dopamine receptor. P21728. HEK293 T-REx D1 cells, calcium flux, agonist mode. activation, % at 2 µM. actives 1% (n = 360,000); further: 0% is about no effect
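Inducible HEK293 T-REx D1 cells, force-coupled to calcium signalling, were plated at 4000 cells/well with tetracycline and held overnight at 30 C. After no-wash calcium dye loading, compound-evoked calcium rise over 180 s flagged agonists.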
D1 potentiator: enhances dopamine response at the human D1 receptor. P21728. potentiation, % at 10 µM. HEK293 TREx D1 cells, calcium flux, dopamine EC20 potentiation. actives 0.036% (n = 360,000); in the data active means potentiation above about 30%; further: 0% is about no effect
D2 agonist: D2 dopamine receptor (human) agonism; actives 0.53% (n = 340,000); activation, % at 2 µM; P14416; HEK293 T-REx D2 cells, calcium flux agonist mode;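 active means activation over 3 SD above normal in the single-dose calcium agonist read, cut at about 30% in these data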; further: 0% is about no effect
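HEK293 Trex D2 cells, tetracycline-induced, o/n 30 C 5% CO2; no-wash Ca dye, RT 30–90 min; 10-cycle baseline, 23 nl cpd added, kinetic Ca read 180 s; agonist hits = positive Ca response.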
D2 antag: antagonists of human D2 dopamine receptor | P14416 | HEK293 TREx D2 cells, calcium flux, dopamine EC80 | inhibition, % at 10 µM | actives 2% (n = 340,000) | AID 485344; in the data active means inhibition above about 30%; further: 0% is about no effect
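Read-out: kinetic calcium fluorescence (1 cycle/s) in inducible HEK293 T-REx D2 cells after an EC80 dopamine addition that followed 180 s compound preincubation. Loss of the dopamine response indicates antagonism.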
Active calls of the source: *. Unless noted, no stated cut-off is given here; in the data, active means activation above about 30%; inactive means the rest.

O=C(CSc1nnc(-c2ccncc2)s1)Nc1ccc(Cl)c(C(=O)O)c1 was read as RXFP1 antagonist -4, D1 antagonist -2, TRHR agonist 0.4, TRHR enhancer -6, D1 ag 0 and D1 potentiator -3.
O=C1C=C(c2ccc3[nH]ccc3c2)C[C@@H](c2ccc(F)cc2)C1 was read as TRHR agonist -0.3, TRHR enhancer 7, D2 potentiator -14, D1 ag 2, D1 potentiator 3, D2 agonist -0.5 and D2 antag -11.
`COc1ccc(C(=O)C2CCCN(C(=O)c3cccnc3OC)C2)cc1F` (stereo unspecified) gave RXFP1 antagonist -30, D1 antagonist -2, TRHR agonist -3.4, TRHR enhancer 18, D2 potentiator -2, D1 ag 12, D1 potentiator 7, D2 agonist -0.6 and D2 antag -5.
`O=C(Nc1ccccc1C(=O)NCC1CCCO1)c1ccccc1F` (stereo unspecified) gave RXFP1 antagonist 3, D1 antagonist -13, TRHR agonist -0.1, TRHR enhancer -1, D2 potentiator 12, D1 ag -1, D1 potentiator -2, D2 agonist -1.2 and D2 antag 3.
Screening CN1C(=O)COc2ccc(C(=O)c3oc4ccccc4c3-c3cnc4c(c3)COc3ccccc3-4)cc21 returned D1 antagonist -21, TRHR agonist 0.4, TRHR enhancer 4, D2 potentiator 1, D1 ag -1, D1 potentiator -4, D2 agonist 0.1 and D2 antag -17.
Cc1ccc(C)c(S(=O)(=O)N2CCN(Cc3cc4c(cc3O)OCO4)CC2)c1 was read as RXFP1 antagonist -2, D1 antagonist -12, TRHR agonist 0.4, TRHR enhancer 6, D2 potentiator 1, D1 ag 0, D1 potentiator -9, D2 agonist 0.9 and D2 antag 6.
CCOP(=O)(OCC)C(NC(C)=O)C(=O)c1ccccc1 (stereo unspecified) was read as RXFP1 antagonist -3, D1 antagonist 2, TRHR agonist 0.3, TRHR enhancer 15, D2 potentiator 0, D1 ag 5, D1 potentiator 1, D2 agonist 1.1 and D2 antag -12.
Screening Cc1cc(C(F)(F)F)c2c(N)c(C(=O)NC3CC3)sc2n1 returned RXFP1 antagonist 1, D1 antagonist -14, TRHR agonist 1.8, TRHR enhancer -5, D2 potentiator -1, D1 ag 1, D1 potentiator -2, D2 agonist -2.1 and D2 antag -15.
For C=CCN1C(=O)c2ccc(C(=O)N3CCN(S(=O)(=O)c4cccc(Cl)c4)CC3)cc2C1=O the results were RXFP1 antagonist -1, D1 antagonist -10, TRHR agonist -0.9, TRHR enhancer -2, D2 potentiator 17, D1 ag 2, D1 potentiator -2, D2 agonist -0.3 and D2 antag -12.
CCc1cccc(NC(=O)Cn2c(C(=O)OC)cc3sc(Cl)cc32)c1 was read as RXFP1 antagonist 0, D1 antagonist 0, TRHR agonist 0.1, TRHR enhancer 0, D2 potentiator -6, D1 ag 0, D1 potentiator 0 and D2 agonist 0.0.
Screening CCOCCCNC(=O)Cn1ncc2c(=O)oc3ccccc3c21 returned RXFP1 antagonist 1, D1 antagonist 6, TRHR agonist 0.5, TRHR enhancer 1, D2 potentiator -11, D1 ag 2, D1 potentiator -1, D2 agonist 2.2 and D2 antag 0.
CCN(CC)CCCN1C(=O)C(O)=C(C(=O)c2ccco2)C1c1cc(OC)ccc1OC (stereo unspecified) was read as D1 antagonist 2, TRHR agonist 0.4, TRHR enhancer -7, D2 potentiator -8, D1 ag 1, D1 potentiator -8, D2 agonist 1.0 and D2 antag 4.
Screening CC(C)(C)NC(=O)C1CCN(C(=O)c2ccc(-c3ccccc3)cc2)CC1 returned RXFP1 antagonist -14, D1 antagonist -5, TRHR agonist 0.2, TRHR enhancer -1, D2 potentiator -4, D1 ag -2, D1 potentiator 2, D2 agonist 0.5 and D2 antag -2.
Screening Cc1cc(=O)oc2cc(OCC(=O)Nc3ccccc3C(N)=O)c(Cl)cc12 returned RXFP1 antagonist -14, D1 antagonist 6, TRHR agonist 0.2, TRHR enhancer 1, D2 potentiator -7, D1 ag 5, D1 potentiator -7, D2 agonist 0.2 and D2 antag 8.
For Cc1ccc(-c2noc(=O)n2CC(=O)Nc2ccc(S(=O)(=O)NC3CC3)cc2)cc1 the results were RXFP1 antagonist 4, D1 antagonist 16, TRHR agonist 0.5, TRHR enhancer -10, D2 potentiator 2, D1 ag 9, D1 potentiator -1, D2 agonist 3.1 and D2 antag 8.
Screening COc1ccc(S(=O)(=O)N(CC(=O)NC2CCCCC2)c2ccc(F)cc2)cc1 returned RXFP1 antagonist -8, D1 antagonist 22, TRHR agonist -1.7, TRHR enhancer -4, D2 potentiator 3, D1 ag 4, D1 potentiator 12, D2 agonist -0.2 and D2 antag 17.
Screening O=C(c1ccc2c(=O)n3c(nc2c1)CCCCC3)N1CCN(c2ccc(Cl)cc2)CC1 returned RXFP1 antagonist -3, D1 antagonist -13, TRHR agonist -0.8, TRHR enhancer -1, D2 potentiator 11, D1 ag 1 and D1 potentiator -7.
COc1cc(OC)c(C2C(C#N)=C(N)OC3=C2C(=O)CC(C)C3)cc1OC (stereo unspecified) was read as RXFP1 antagonist 2, D1 antagonist 6, TRHR agonist 0.3, TRHR enhancer 3, D2 potentiator -2, D1 ag 3, D1 potentiator -3, D2 agonist -1.1 and D2 antag -2.
Screening COc1ccc(S(=O)(=O)Oc2ccc(C(=S)N3CCOCC3)cc2OC)cc1 returned RXFP1 antagonist 11, D1 antagonist -10, TRHR agonist 0.4, TRHR enhancer -4, D1 ag 8 and D1 potentiator 0.
Screening CN(CC(=O)Nc1ccc(Cl)c(Cl)c1)CC(=O)Nc1ccc2c(c1)OCO2 returned RXFP1 antagonist 7, D1 antagonist 3, TRHR agonist -0.3, TRHR enhancer 6, D2 potentiator 10, D1 ag 0, D1 potentiator -6, D2 agonist -0.3 and D2 antag -4.

Reprinted at random: two compounds from above
Screening CC(C)(C)NC(=O)C1CCN(C(=O)c2ccc(-c3ccccc3)cc2)CC1 returned RXFP1 antagonist -14, D1 antagonist -5, TRHR agonist 0.2, TRHR enhancer -1, D2 potentiator -4, D1 ag -2, D1 potentiator 2, D2 agonist 0.5 and D2 antag -2.
Screening CCOCCCNC(=O)Cn1ncc2c(=O)oc3ccccc3c21 returned RXFP1 antagonist 1, D1 antagonist 6, TRHR agonist 0.5, TRHR enhancer 1, D2 potentiator -11, D1 ag 2, D1 potentiator -1, D2 agonist 2.2 and D2 antag 0.

Returning to the listing with the 3 entries that preceded the break.
COc1cc(OC)c(C2C(C#N)=C(N)OC3=C2C(=O)CC(C)C3)cc1OC (stereo unspecified) was read as RXFP1 antagonist 2, D1 antagonist 6, TRHR agonist 0.3, TRHR enhancer 3, D2 potentiator -2, D1 ag 3, D1 potentiator -3, D2 agonist -1.1 and D2 antag -2.
Screening COc1ccc(S(=O)(=O)Oc2ccc(C(=S)N3CCOCC3)cc2OC)cc1 returned RXFP1 antagonist 11, D1 antagonist -10, TRHR agonist 0.4, TRHR enhancer -4, D1 ag 8 and D1 potentiator 0.
Screening CN(CC(=O)Nc1ccc(Cl)c(Cl)c1)CC(=O)Nc1ccc2c(c1)OCO2 returned RXFP1 antagonist 7, D1 antagonist 3, TRHR agonist -0.3, TRHR enhancer 6, D2 potentiator 10, D1 ag 0, D1 potentiator -6, D2 agonist -0.3 and D2 antag -4.
For CS(=O)(=O)NCC(c1ccco1)N1CCN(c2ccccc2)CC1 (stereo unspecified) the results were RXFP1 antagonist 9, TRHR agonist 0.7, TRHR enhancer 2, D2 potentiator -3, D1 ag 5, D1 potentiator -2 and D2 agonist 16.
For Cc1ccc(N2C(=O)C(c3c(C)[nH]n(-c4ccccc4)c3=O)(C(F)(F)F)C3=C2CC(C)(C)CC3=O)cc1 (stereo unspecified) the results were RXFP1 antagonist 2, D1 antagonist 13, TRHR agonist -0.2, TRHR enhancer 2, D2 potentiator -6, D1 ag 1, D1 potentiator 4, D2 agonist 0.4 and D2 antag 1.
For Cc1ccc(S(=O)(=O)N2CCN(C(=O)c3nn(C(C)C)c(=O)c4ccccc34)CC2)cc1C the results were RXFP1 antagonist 0, D1 antagonist 8, TRHR agonist -0.4, TRHR enhancer -13, D2 potentiator 7, D1 ag 2, D1 potentiator -6, D2 agonist -0.8 and D2 antag 1.
Screening O=C(c1ccc(-c2ccc(Cl)cc2)o1)N1CCN(S(=O)(=O)c2cccs2)CC1 returned RXFP1 antagonist 3, D1 antagonist 4, TRHR agonist 0.9, TRHR enhancer -1, D2 potentiator 12, D1 ag 3, D1 potentiator -4, D2 agonist -0.4 and D2 antag 20.
`COC(Cn1c(-c2cccc(S(=O)(=O)N(C)C)c2)n[nH]c1=S)OC` gave RXFP1 antagonist -13, D1 antagonist -4, TRHR agonist 1.0, TRHR enhancer 0, D2 potentiator 3, D1 ag 5, D1 potentiator -3, D2 agonist 1.2 and D2 antag 6.
For Cc1cccc(/C=C2\Sc3ccc(C(=O)N4CCC(C(N)=O)CC4)cc3N(C)C2=O)c1 the results were RXFP1 antagonist -7, D1 antagonist -24, TRHR agonist 0.0, TRHR enhancer -4, D2 potentiator 1, D1 ag 12, D1 potentiator 2, D2 agonist 1.4 and D2 antag 12.
Screening O=C(Nc1ccc(Cl)c(Cl)c1)c1ccc(Cn2cc(Cl)cn2)cc1 returned RXFP1 antagonist 11, D1 antagonist -7, TRHR agonist 0.0, TRHR enhancer 3, D2 potentiator -3, D1 ag 34*, D1 potentiator -6, D2 agonist -0.6 and D2 antag -5.
O=C(NCc1ccc2c(c1)OCO2)C1CCN(C(=O)Nc2ccc(Cl)cc2)CC1 was read as RXFP1 antagonist -1, D1 antagonist -1, TRHR agonist -0.4, TRHR enhancer 0, D2 potentiator -1, D1 ag 2, D1 potentiator -6, D2 agonist 1.0 and D2 antag -14.
`O=C(C1CC1)N1CCc2[nH]c3ccccc3c2C1` gave RXFP1 antagonist 4, D1 antagonist -12, TRHR agonist 0.3, TRHR enhancer 0, D2 potentiator 2, D1 ag 0, D1 potentiator 0, D2 agonist 0.3 and D2 antag 20.
For O=C(Nc1ccc(C(=O)O)cc1)/C(=C\C=C\c1ccccc1)NC(=O)c1ccc(Br)cc1 the results were RXFP1 antagonist 1, D1 antagonist -1, TRHR agonist 0.5, TRHR enhancer -2, D2 potentiator -9, D1 ag 0, D1 potentiator -4, D2 agonist -1.3 and D2 antag 1.
Screening Cc1ccc(NC(=O)CN2C(=O)S/C(=C\c3ccc(-c4cccc(C(=O)O)c4C)o3)C2=O)cc1 returned D1 antagonist 2, TRHR agonist 3.3, TRHR enhancer -5, D2 potentiator -11, D1 ag 5, D1 potentiator -1, D2 agonist 0.9 and D2 antag 17.
For CCOc1ccccc1NC(=O)CNC(=O)Cc1ccccc1 the results were RXFP1 antagonist -3, D1 antagonist -9, TRHR agonist -0.4, TRHR enhancer -1, D2 potentiator 8, D1 ag 0, D1 potentiator -6, D2 agonist 0.1 and D2 antag 11.
For O=C(NCCc1nc(-c2ccc(F)cc2)no1)c1ccc(F)cc1 the results were D1 antagonist 26, TRHR agonist -0.2, TRHR enhancer 1, D2 potentiator 0, D1 ag 10, D1 potentiator 4, D2 agonist 0.1 and D2 antag 2.
Screening CC1CCN(C(=O)Nc2ccc3nsnc3c2)CC1 returned RXFP1 antagonist 11, D1 antagonist -11, TRHR agonist 0.1, TRHR enhancer -1, D2 potentiator -11, D1 ag 2, D1 potentiator -6, D2 agonist 0.7 and D2 antag -14.
